OXTR potentiator: human OXTR potentiators, primary screen, fluorescence, CHO-OTR cells, Fluo-8 calcium. Oxytocin receptor (Homo sapiens), P30559. Fluo-8 calcium fluorescence, potentiator mode; 0% = oxytocin EC15, 100% = EC100. activation, % at 3 µM. actives 0.061% (n = 320,000);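 active = activation above that plate's cutoff, the mean activation of tested compounds plus 3 SD, cut at about 6.6% in these data, passing the limit was not always enough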;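 note: 100% uses oxytocin at 75 nM as the full agonist control; some results filed as inactive read as strong as hits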
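Dosing: Single dose, 3.0 µM nominal final compound concentration | Material: Human OTR in CHO cells | Technique: Kinetic Fluo-8 calcium fluorescence | Benchmarks: EC15 oxytocin alone as 0%, 75 nM oxytocin as 100% | Probe or stimulus: Oxytocin at about EC15, sub-maximal agonist stimulus | Incubation: Compound 6 min at room temperature before oxytocin, 100 s read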
CHO-K1 Ca ag: counter-screen for M1 agonists: effect in parental CHO-K1 cells; Fluo-8 calcium fluorescence; scaled to maximal ATP response, vehicle zero; activation, % at 3 µM; actives 0.48% (n = 360,000); in the data active = activation above about 15%;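 note: untransfected CHO-K1 host cells lacking M1 receptor as counterscreen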
CHO-K1 Ca antag: nonselective inhibitor or artifact in parental CHO-K1 cells; actives 0.6% (n = 360,000); inhibition, % at 3 µM; ATP-induced calcium, Fluo-8 fluorescence;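 active = inhibition above a per-plate cutoff, the plate's mean sample inhibition plus 3 SD, cut at about 24% in these data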;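 note: 0% = DMSO plus EC80 ATP and 100% = DMSO alone without ATP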
CHRM4 antagonist: human M4 muscarinic receptor antagonists, primary screen, CHO cells, Fluo-8 calcium fluorescence; Muscarinic acetylcholine receptor M4 (Homo sapiens), P08173; CHO-hM4 cells, ACh EC80; inhibition, % at 3 µM; actives 0.73% (n = 360,000); AID 624125, 2012;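 active = inhibition above its plate's cutoff, the mean inhibition of sample wells plus 3 SD, cut at about 27% in these data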;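 note: 0% = acetylcholine EC80 with DMSO and 100% = DMSO without agonist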
Target sequence (P08173 whole entry, looked up): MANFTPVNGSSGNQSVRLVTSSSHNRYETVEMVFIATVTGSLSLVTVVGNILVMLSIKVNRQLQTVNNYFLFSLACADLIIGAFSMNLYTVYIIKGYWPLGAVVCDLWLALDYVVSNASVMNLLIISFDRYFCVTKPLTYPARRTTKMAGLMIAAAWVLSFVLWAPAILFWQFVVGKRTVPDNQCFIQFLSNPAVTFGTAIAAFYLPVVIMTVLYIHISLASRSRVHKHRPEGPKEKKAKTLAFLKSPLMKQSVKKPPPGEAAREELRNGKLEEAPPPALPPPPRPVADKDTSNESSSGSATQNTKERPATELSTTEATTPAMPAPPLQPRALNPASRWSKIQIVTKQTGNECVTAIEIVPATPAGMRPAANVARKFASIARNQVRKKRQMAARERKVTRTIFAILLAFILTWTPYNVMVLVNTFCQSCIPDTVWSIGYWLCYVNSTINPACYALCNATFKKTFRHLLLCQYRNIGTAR
CHRM1 PAM: human M1 muscarinic receptor positive allosteric modulators, primary screen, CHO-K1 cells, Fluo-8 calcium fluorescence, 1536-well. Muscarinic acetylcholine receptor M1 (Homo sapiens), P11229. CHO-K1 hM1, ACh EC20; 0% = ACh EC20, 100% = maximal ACh. activation, % at 3 µM. actives 0.088% (n = 360,000). AID 588819, 2011; in the data active = activation above about 19%, passing the limit was not always enough
Target sequence (P11229 whole entry, looked up): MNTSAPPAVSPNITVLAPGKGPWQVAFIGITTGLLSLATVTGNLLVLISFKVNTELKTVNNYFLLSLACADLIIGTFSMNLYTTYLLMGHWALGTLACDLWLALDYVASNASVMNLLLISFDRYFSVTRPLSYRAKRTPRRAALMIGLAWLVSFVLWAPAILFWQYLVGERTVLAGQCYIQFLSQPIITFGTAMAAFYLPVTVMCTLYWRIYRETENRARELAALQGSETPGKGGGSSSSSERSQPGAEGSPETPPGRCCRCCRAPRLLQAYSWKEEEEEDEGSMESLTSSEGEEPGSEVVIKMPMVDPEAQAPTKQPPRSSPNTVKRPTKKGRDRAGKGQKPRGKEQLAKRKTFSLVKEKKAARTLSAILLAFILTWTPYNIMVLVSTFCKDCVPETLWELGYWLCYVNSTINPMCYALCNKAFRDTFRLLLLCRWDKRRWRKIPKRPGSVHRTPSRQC
M4 ag: human M4 muscarinic receptor agonists, primary screen, CHO-K1 cells, Fluo-8 calcium fluorescence; Muscarinic acetylcholine receptor M4 (Homo sapiens), P08173; CHO-K1 hM4/Gqi5; vehicle 0%, full acetylcholine response 100%; activation, % at 3 µM; actives 0.14% (n = 360,000);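 active = activation above the run mean over all test wells plus 3 SD, cut at about 32% in these data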;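 note: peak over basal fluorescence ratio per well then scaled between controls; 0% = DMSO wells and 100% = acetylcholine at EC100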
CHO parental Ca: ATP-evoked calcium signal inhibitors, parental CHO, primary screen, counter-screen for OX1R antagonist project, cell-based, fluorescence, Fluo-8 calcium dye; parental CHO-K1, ATP-induced calcium, Fluo-8 fluorescence; inhibition, % at 5.6 µM; actives 0.63% (n = 330,000);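 active = inhibition above that plate's mean sample inhibition plus 3 SD, cut at about 26% in these data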;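 note: 0% = ATP-challenged DMSO wells and 100% = DMSO wells without ATP; some compounds past the cut are filed as inactive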
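Material – parental CHO cells · Reagent – ATP stimulus · Compound – single nominal dose of 5.6 µM per compound · Detection – Fluo-8 fluorescence · Read-out basis – percent inhibition of calcium signal · Controls – ATP-challenged DMSO wells low, unchallenged DMSO wells high · Repeats – no replicates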
CHRM1 antagonist: human M1 muscarinic receptor antagonists, primary screen, CHO-K1 cells, Fluo-8 calcium fluorescence, 1536-well. inhibition, % at 3 µM. Muscarinic acetylcholine receptor M1 (Homo sapiens), P11229. actives 1.3% (n = 360,000). CHO-K1 hM1, ACh EC80 antagonist. AID 588852, 2011;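 active = percent inhibition above its own plate's cutoff, namely the mean of that plate's compound wells plus 3 SD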;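 note: peak over basal fluorescence ratio during 140 s after agonist addition; 0% = ACh EC80 plus DMSO and 100% = DMSO alone without agonist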
CHRM1 agonist: human M1 muscarinic receptor agonists, primary screen, Fluo-8 calcium fluorescence, CHO-K1 cells, HTS; Muscarinic acetylcholine receptor M1 (Homo sapiens), P11229; AID 588814, 2011; CHO-K1 hM1, agonist mode; 0% DMSO, 100% acetylcholine EC100; activation, % at 3 µM; actives 0.33% (n = 360,000);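 active = activation above the run's mean compound activation plus 3 SD, cut at about 16% in these data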;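 note: peak over basal fluorescence ratio within a 140 s kinetic read after compound addition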
Numbers without * were called inactive; nt = no result given.

entry	SMILES	CHO parental Ca	CHO-K1 Ca antag	CHRM1 antagonist	CHRM4 antagonist	M4 ag
1	O=C(/C=C/c1ccc2c(c1)S(=O)(=O)N(Cc1ccccc1)[C@H]2CC(=O)N1CCOCC1)N1CCOCC1	-9	-16	13	-14	2
2	CCC1Sc2ccc(S(=O)(=O)Nc3ccc(OC)c(OC)c3)cc2NC1=O (stereo not drawn)	45*	34*	23	6	16
3	Cc1n[nH]c(=S)n1/N=C/c1ccc(Br)o1	-10	-6	-7	6	0
4	COc1ccccc1Oc1ncnc2c1oc1ccccc12	-24	19	4	11	1
5	COCCSc1nnc(NC(=O)CCS(=O)(=O)c2ccccc2)s1	-9	-21	-11	2	1
6	S=c1[nH]c2ccccc2c2ccccc12	-16	-17	-10	6	-1
7	COc1cc(C2N(c3ccccn3)C(=O)C3CCCN32)cc(OC)c1OC (stereo not drawn)	-12	-3	-9	-1	0
8	COC(=O)Cc1csc(Nc2ccccc2Cl)n1	-11	-9	-14	2	0
9	COC(=O)CNC(=O)C1CCC(CNS(=O)(=O)c2cccc3nsnc23)CC1 (stereo not drawn)	2	7	-3	4	1
10	COC(=O)/C=C1\S/C(=N/NC(=O)c2ccc(OC)cc2)NC1=O	-7	4	-4	1	2

entry	OXTR potentiator	CHRM1 agonist	CHRM1 PAM	CHO-K1 Ca ag
1	-3	-2	9	-0.1
2	-23	5	-12	12
3	6	-2	5	0.0
4	1	-5	-3	-0.5
5	7	0	5	1.1
6	-8	-4	9	0.8
7	-3	-4	6	0.8
8	1	-4	7	0.3
9	-4	-4	2	-0.1
10	1	-4	-4	0.0

Next section, overlapping the part above by two compounds.
entry	SMILES	CHO parental Ca	CHO-K1 Ca antag	CHRM1 antagonist	CHRM4 antagonist	M4 ag
9	COC(=O)CNC(=O)C1CCC(CNS(=O)(=O)c2cccc3nsnc23)CC1 (stereo not drawn)	2	7	-3	4	1
10	COC(=O)/C=C1\S/C(=N/NC(=O)c2ccc(OC)cc2)NC1=O	-7	4	-4	1	2
11	O=C(Cc1cccs1)Nc1nnc(SCc2ccc(Br)cc2)s1	-15	12	7	-3	3
12	CCCCC(=O)NC(=S)Nc1cccc(NC(=O)c2ccccc2)c1	-29	-11	-10	-9	4
13	Cc1ccc(CNc2ncnc3cc(Cl)ccc23)o1	14	1	5	4	9
14	COc1ccc(C2C(C#N)=C(C)NC(C)=C2C#N)c(OC)c1	-6	-3	-6	-10	7
15	CCOc1ccc2[nH]cc(C(=O)N3CCN(CC)CC3)c(=O)c2c1	-10	-5	-4	-2	0
16	CSc1n[nH]c(N)c1S(=O)(=O)c1ccc(Cl)cc1	-9	-11	-4	-8	6
17	CC(C)Oc1ccc(CNC(=O)CCC(=O)N2CC(C)Sc3ccccc32)cc1 (stereo not drawn)	-10	-2	3	-7	11
18	CC(NC(=O)c1ccccc1)C(=O)OCC(=O)N1c2ccccc2Sc2ccccc21 (stereo not drawn)	-33	-3	11	4	4
19	Cc1cc2nc(SCC(=O)N(C)C)c3c(c2cc1C)CCCC3	-21	-7	12	-1	0
20	OCCN1CCN(CC(O)COc2ccc(C34CC5CC(CC(C5)C3)C4)cc2)CC1 (stereo not drawn)	9	-2	3	-12	13

entry	OXTR potentiator	CHRM1 agonist	CHRM1 PAM	CHO-K1 Ca ag
9	-4	-4	2	-0.1
10	1	-4	-4	0.0
11	-7	-4	-12	0.7
12	-4	-6	2	2.6
13	-17	1	-2	9.4
14	-21	-6	8	2.4
15	-8	-1	5	0.0
16	-18	-1	5	4.5
17	-9	5	12	4.9
18	-4	-7	-8	4.0
19	-7	-5	-8	0.0
20	-29	-5	3	1.2

(continued)
entry	SMILES	CHO parental Ca	CHO-K1 Ca antag	CHRM1 antagonist	CHRM4 antagonist	M4 ag
21	COC(=O)[C@@]1(Cc2ccc(F)cc2)[C@H]2c3cc(C(=O)N(C)C)n(Cc4ccc(C)c(F)c4F)c3C[C@H]2CN1C(=O)c1ccccc1	nt	-16	nt	0	2
22	CC(C)N(C(=O)[C@H]1C[C@H](CC(=O)NCCC2=CCCCC2)C(=O)N2CCc3c([nH]c4cc(CCC(=O)N(C)C)ccc34)[C@]12C)C(C)C	-35	-22	-12	-1	1
23	Cc1cccc(NC(=O)c2cc(S(=O)(=O)N3CCOCC3)cn2C)c1C	-19	-10	-10	-3	0
24	OCCC1CN(CCCc2ccccc2)CCN1CCc1ccccc1 (stereo not drawn)	-27	-21	-8	2	1
25	COc1cc(Nc2nc(SCC#N)nc3ccccc23)cc(OC)c1OC	-6	-32	-10	4	0
26	OC(c1ccc2ccccc2n1)c1c(Cl)cccc1Cl (stereo not drawn)	nt	-20	-12	-14	0
27	Cc1cnc(C(=O)OCC(=O)Nc2ccc(Oc3ccccc3)cc2)cn1	-2	-15	-17	-1	4
28	CC(=O)c1ccc(N2CCN(C(=O)C3CCN(S(=O)(=O)Cc4ccccc4)CC3)CC2)cc1	-2	6	-21	0	1
29	CCN(CC)CCN(C(=O)c1ccc2c(c1)OCCO2)c1nc2cc3c(cc2s1)OCO3	-11	-7	5	6	1
30	Cc1csc(SCC(=O)Nc2ccc(Cl)cn2)n1	-8	-12	-10	-1	0

entry	OXTR potentiator	CHRM1 agonist	CHRM1 PAM	CHO-K1 Ca ag
21	nt	nt	nt	1.3
22	nt	-11	2	0.7
23	-2	-2	6	0.3
24	1	-7	-4	0.7
25	-4	-4	8	-0.1
26	nt	-5	3	-0.7
27	-2	-2	9	1.6
28	-18	0	1	0.5
29	-3	-7	1	0.5
30	-10	-2	9	0.3

Structural class: those above containing a furan ring, fused or not
entry	SMILES	CHO parental Ca	CHO-K1 Ca antag	CHRM1 antagonist	CHRM4 antagonist	M4 ag
3	Cc1n[nH]c(=S)n1/N=C/c1ccc(Br)o1	-10	-6	-7	6	0
4	COc1ccccc1Oc1ncnc2c1oc1ccccc12	-24	19	4	11	1
13	Cc1ccc(CNc2ncnc3cc(Cl)ccc23)o1	14	1	5	4	9

entry	OXTR potentiator	CHRM1 agonist	CHRM1 PAM	CHO-K1 Ca ag
3	6	-2	5	0.0
4	1	-5	-3	-0.5
13	-17	1	-2	9.4

(list continues)
entry	SMILES	CHO parental Ca	CHO-K1 Ca antag	CHRM1 antagonist	CHRM4 antagonist	M4 ag
31	COc1ccc(CNC(=O)CN2C(=O)NC(C)(c3ccc(C(C)(C)C)cc3)C2=O)cc1 (stereo not drawn)	-13	2	-9	1	6
32	Cc1ccc(/C(N)=N/OC(=O)Cc2cccc3ccccc23)cc1	-18	-3	-12	-14	-1
33	COc1ccc(Cc2c(O)nc(SC)n(C(C)=O)c2=O)cc1	-19	-4	-14	-4	1
34	CC(C)Cc1ccc(C(C)CC2=CCC(CN(C)C)C2=O)cc1 (stereo not drawn)	nt	-10	22	8	1
35	CCc1nonc1NC(=O)c1oc2ccc(Cl)cc2c1C	-3	-4	-9	1	0
36	COc1ccc(/C=N/NC(=O)C(=O)N2CCCCCC2)cc1O	-3	15	-13	1	2
37	CC(C)(C)c1ccccc1NC(=O)C1=COCCO1	-7	8	-2	0	0
38	O=C(C1CCN(Cc2cn[nH]c2-c2ccc(F)cc2F)CC1)N1CCOCC1	-4	2	5	1	1
39	CSCCC(=O)N1CCC(n2nccc2NC(=O)c2ccc3c(c2)OCO3)CC1	-10	-3	1	-9	0
40	CC(=O)c1cc(C(=O)NC2CCCc3c2cnn3-c2cc(C)cc(C)c2)[nH]n1 (stereo not drawn)	-12	6	-5	-3	4

entry	OXTR potentiator	CHRM1 agonist	CHRM1 PAM	CHO-K1 Ca ag
31	-11	7	12	3.4
32	-9	-6	8	0.9
33	-16	-3	11	-0.1
34	nt	-8	-22	1.8
35	-8	-3	4	-0.1
36	-1	1	6	-0.4
37	-2	-4	4	1.0
38	-3	-5	0	-0.2
39	1	-3	0	0.5
40	-9	-4	4	0.1

Remaining list, next part:
entry	SMILES	CHO parental Ca	CHO-K1 Ca antag	CHRM1 antagonist	CHRM4 antagonist	M4 ag
41	COC(=O)[C@H](Cc1ccccc1)NC(=O)NCCc1ccccc1F	6	-9	-8	0	1
42	Cc1ccccc1COc1ccc(/C(O)=C2/C(=O)C(=O)N(CCCn3ccnc3)C2c2ccco2)cc1 (stereo not drawn)	-1	-9	-4	-7	2
43	CCOC(=O)N1CCN(C(=O)C(=O)Nc2sc3c(c2C(=O)O)CC(C)(C)OC3)CC1	8	-14	1	-21	-1
44	COc1ccc(C2=Nc3ccc(C)cc3C(c3ccccc3)N2CC(=O)NN)cc1 (stereo not drawn)	-22	1	0	8	0
45	Cc1cc2ccccn2c1C(=O)c1nc(NCc2ccco2)ncc1Cl	-13	-10	-7	5	0
46	Cc1cccc(OCC(=O)Nc2nonc2NC(=O)COc2cccc(C)c2)c1	7	2	6	19	3

entry	OXTR potentiator	CHRM1 agonist	CHRM1 PAM	CHO-K1 Ca ag
41	-14	-4	5	1.4
42	-6	-9	5	0.0
43	-9	-1	2	-0.7
44	2	-13	5	0.1
45	-8	-9	3	1.0
46	-5	-4	-1	1.0

Assay outcomes deposited in PubChem by The Scripps Research Institute Molecular Screening Center.
